12-LOX inh = ALOX12 (human) lipoxygenase inhibition; Potency, µM (doses to about 108 µM), for inactives: at the highest dose activity change, negative = inhibition, usual class: inhibitors; P18054; purified 12hLO, xylenol orange hydroperoxide absorbance; hit rate 1.1% among 580,000; AID 1671190; active = well fitted inhibition curve with a large enough effect; inconclusive = small, poorly fitted or top-dose-only effect, or another doubt; inactive = no such curve, though single readings can be large or run the other way
Target sequence (P18054 whole entry, looked up): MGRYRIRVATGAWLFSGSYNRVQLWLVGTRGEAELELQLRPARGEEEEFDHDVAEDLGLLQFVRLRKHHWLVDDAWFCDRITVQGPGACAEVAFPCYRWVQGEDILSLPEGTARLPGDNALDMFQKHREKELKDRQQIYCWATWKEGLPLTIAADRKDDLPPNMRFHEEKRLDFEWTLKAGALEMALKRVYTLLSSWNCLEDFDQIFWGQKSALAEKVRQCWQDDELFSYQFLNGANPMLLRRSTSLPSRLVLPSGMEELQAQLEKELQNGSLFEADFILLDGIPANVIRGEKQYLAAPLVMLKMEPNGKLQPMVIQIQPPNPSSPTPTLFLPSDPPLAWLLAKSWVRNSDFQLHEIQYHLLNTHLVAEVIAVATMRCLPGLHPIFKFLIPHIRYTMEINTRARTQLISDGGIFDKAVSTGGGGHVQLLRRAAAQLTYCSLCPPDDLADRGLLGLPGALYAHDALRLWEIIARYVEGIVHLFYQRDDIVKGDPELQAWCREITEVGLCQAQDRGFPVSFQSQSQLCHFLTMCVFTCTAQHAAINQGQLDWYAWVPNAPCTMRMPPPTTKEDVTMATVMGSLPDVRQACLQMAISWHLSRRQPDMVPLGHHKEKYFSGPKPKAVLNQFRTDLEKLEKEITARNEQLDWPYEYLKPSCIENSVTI
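Purified human 12hLO at 150 nM in 25 mM Hepes, 0.01% Triton X-100, pH 7.0, preincubated 15 min at room temperature with compound. Reaction started with 40 uM arachidonic acid, 30 min at room temperature. Hydroperoxide measured by Fe-xylenol orange, 573/405 nm absorbance ratio.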
* marks the source's active call; other numbers are inactive results; ? = inconclusive; [ ] = another dose, or the depositor's remark. % is set by controls: 0 for no effect and ±100 for the full control effect; potency is the fitted concentration of half-maximal effect.

The opening 2 compounds (preview)
12-LOX inh | SMILES
1.9% | CCN1c2cc(C(=O)Nc3ccc(Cl)c(C)c3)ccc2C(=O)N2CCCCC21 (stereo not drawn)
44.2%[activator] | CCC1CCCCN1C(=O)CSc1nc2ccccc2n1CCC#N (stereo not drawn)

Main list, from the first entry:
12-LOX inh | SMILES
1.9% | CCN1c2cc(C(=O)Nc3ccc(Cl)c(C)c3)ccc2C(=O)N2CCCCC21 (stereo not drawn)
44.2%[activator] | CCC1CCCCN1C(=O)CSc1nc2ccccc2n1CCC#N (stereo not drawn)
? | N#Cc1cccc(CN2C[C@H](O)C[C@H]2c2nc(-c3ccc4c(c3)OCO4)no2)c1
33.0%[activator] | CCOC(=O)N1CCN(c2nccc(-c3ccccn3)n2)CC1
27.9% | COC(=O)CCNC(=O)C1c2ccccc2C(=O)N(Cc2ccco2)C12CCCCC2 (stereo not drawn)
11.4% | COc1ccc(-c2c(C)c3ccc(OS(C)(=O)=O)cc3oc2=O)cc1OC
-14.2%[12.5 µM] | CC1(C(=O)N2CCC(Cc3ccccc3)CC2)CCOCC1
25.0% | CC1=NS(=O)(=O)N(Cc2ccccc2)C=C1C(=O)OCc1noc(C)n1
47.3%[activator] | CC1=NS(=O)(=O)N(C)C=C1C(=O)OCc1nc(-c2cccc(C)c2)no1
-19.3% | CN(Cc1ccc2c(c1)OCCO2)CC(O)COc1ccccc1C(C)(C)C (stereo not drawn)
10.9%[176 µM] | CCOC(=O)N1CCC(COc2ccc3c(cnn3CC[S+](C)(=O)[O-])c2)CC1
-6.5%[176 µM] | O=C(Cc1c[nH]c2ncc(-c3ccccc3)cc12)NCc1ccncc1
37.4%[activator][176 µM] | CN1CCC(N2CC[C@@H]3[C@H]2C(=O)NC[C@H](CCC(=O)N2CCOCC2)N3C)CC1
6.2% | CCN(c1ccc2sc(C(=O)NCCC(C)C)cc2c1)S(C)(=O)=O
-15.2% | COc1ccccc1C(=O)Nc1cccc(-c2nc3ccccc3o2)c1C
9.5% | CC(C)OCc1cccc(CNC(=O)CNC(=O)C2CCCC2)c1
? | COc1cc(C2Nc3ccc(C)cc3[C@H]3OCCC[C@@H]23)cc(Cl)c1O (stereo partly drawn)
7.7% | CC1CCN(c2ccc(CNC(=O)C3CCCN(S(C)(=O)=O)CCC(=O)NCC3)cc2)CC1 (stereo not drawn)
4.4% | O=C(N/N=C/c1cc(-c2ccccc2)sc1Cl)c1ccccc1
-3.5% | O=C1CCCCC(CNC(=O)c2cn[nH]c2-c2ccccc2)N1 (stereo not drawn)
19.0% | Cn1nc2n(c1=O)CCC(NC(=O)NCc1ccco1)CC2 (stereo not drawn)
22.9% | COc1cc(C)c(-c2nc(CN3CCN(C)C(=O)C3)c(C)o2)cc1C
-27.1% | Cc1c(Cl)c(C(=O)Nc2sc3c(c2C#N)CCC3)nn1C
14.9%[176 µM] | Cc1ccccc1-c1[nH]nc2ncc(-c3ccnn3C)nc12
-2.9% | O=S(=O)(Nc1nc2ccccc2nc1Nc1ccc2c(c1)OCO2)c1cccc(Cl)c1
20.1% | Cc1nn(CC(=O)N(C)Cc2ccccc2C(F)(F)F)c(=O)c2ccccc12
28.7% | O=C(NCCc1noc(-c2ccccc2)n1)c1ccoc1
39.3%[activator][176 µM] | CN1C(=O)CO[C@H](c2ccc(NC(=O)C3CCCC3)cc2)[C@H]1CO
-1.4%[6.33 µM] | Cc1noc(C)c1C(=O)N1CCC2(CC1)CC(NC(=O)NC(C)C)c1ccccc12 (stereo not drawn)
28.7%[176 µM] | O=C(C1CC1)N1CCN2C(=O)N(C3CCCCC3)C[C@H]2C1
? | Cc1cc(NC2CCCCC2)c2ccccc2n1
52.5%[activator] | COC[C@@H]1CN(c2cnccn2)C[C@H]1C(=O)NCc1ccccc1F
7.3%[6.33 µM] | COCCCNC(=O)c1cc(C2CC2)nc2onc(C3CCNC3)c12 (stereo not drawn)
42.1%[activator] | O=C1OCC2(CCN([S+](=O)([O-])c3ccc(C(F)(F)F)cc3)C2)N1Cc1ccccn1 (stereo not drawn)
-17.1% | CSc1ccccc1C(=O)Nc1nc(-c2nc3ccccc3s2)cs1
2.3% | CCCS(=O)(=O)N1CCC(c2noc(COc3ccc(C)cc3)n2)CC1
2.5%[176 µM] | CC1CCCCC1NC(=O)c1ccc2nccn2c1 (stereo not drawn)
28.9% | Cc1ccc(C)c(C(NC(=O)C2CCCCC2)c2cccnc2)c1 (stereo not drawn)
38.0%[activator][176 µM] | COCc1cc(C[C@@H]2CC[C@H](O)[C@@H](CNC(=O)N3CCOCC3)O2)no1
61.8%[activator] | Cc1ccc(C)c(NC(=O)N2CCC(Oc3ncccc3C(=O)N3CCCCC3)C2)c1 (stereo not drawn)
47.8%[activator] | COC[C@@H]1CN(C(=O)CCc2c(C)noc2C)C[C@H]1c1ccncc1
-45.9% | Cc1cc(CNC(=O)c2nccnc2N)ccc1F
7.2% | O=C(Cc1cccc(C(F)(F)F)c1)NCCc1cccnc1
? | NC(=O)Nc1ccc(Cl)c(NS(=O)(=O)c2ccccc2Br)c1
-4.8% | CCCN(CCC)c1nc(OC(C(F)(F)F)C(F)(F)F)nc(N2CCOCC2)n1
-5.2% | O=C(N/N=C/c1ccccc1Br)c1ccc(Br)s1
29.5% | CN1C(=O)CS(=O)(=O)C12CCN(C(=O)c1ccnn1C)CC2
30.7%[activator] | O=C1NCCCCCCN(C(=O)c2ccoc2)[C@H]2CCCC[C@@H]12
-38.4% | CC(C)C(=O)Nc1ccc(-c2nc3ccccc3o2)cc1
-10.7% | O=C(O)c1cccc(CC2CCN(C(=O)CCCN3CCCCC3=O)C2)c1 (stereo not drawn)

Four compounds drawn at random from those above, as already listed:
12-LOX inh | SMILES
52.5%[activator] | COC[C@@H]1CN(c2cnccn2)C[C@H]1C(=O)NCc1ccccc1F
38.0%[activator][176 µM] | COCc1cc(C[C@@H]2CC[C@H](O)[C@@H](CNC(=O)N3CCOCC3)O2)no1
? | COc1cc(C2Nc3ccc(C)cc3[C@H]3OCCC[C@@H]23)cc(Cl)c1O (stereo partly drawn)
4.4% | O=C(N/N=C/c1cc(-c2ccccc2)sc1Cl)c1ccccc1

(more compounds)
12-LOX inh | SMILES
14.3%[176 µM] | CCNC(=O)N[C@H]1CC[C@]2(C)CCC([C@H](C)C(=O)N(C)CCC#N)[C@H](O)[C@H]2[C@@H]1C (stereo partly drawn)
1.0% | CCOc1cccc2cc(-c3cc(=O)oc4cc(OCC(=O)OC(C)(C)C)ccc34)c(=O)oc12
-29.3% | CC(=O)Nc1ccc(NC2=C(C(=O)Nc3ccc(C)cc3)S(=O)(=O)c3ccccc32)cc1
3.6% | COc1ccccc1OCCNC(=O)c1ccc2c(c1)N(S(C)(=O)=O)CC2
12.4% | COc1cccc(NC(=O)N(C[C@H]2O[C@H](Cc3cc(-c4ccccc4)on3)CC[C@@H]2O)C(=O)Nc2cccc(OC)c2)c1
4.0% | Cc1cnc(-n2ncc(C(=O)NCCc3cccnc3)c2C)nc1-c1cccs1
-5.5% | COc1ccccc1CCC(=O)N1CC[C@@H]2[C@@H](CCC(=O)N2CCN)C1
7.7% | O=C(C1C2C(=O)N(Cc3ccc(F)cc3)C[C@@]23C=C[C@@H]1O3)N1CCSCC1 (stereo partly drawn)
-4.6% | Cc1cc(C)c(OCC(=O)Nc2ccc(N3CCN(C(=O)C(C)C)CC3)cc2)c(Cl)c1
? | Cc1ccc(-n2nc(C)c(=O)c(-c3ccccc3)c2NC(=O)c2ccco2)cc1C
? | CC1=C[C@@H](CNC(=O)CN(C)C)[C@H](C(C)C)C[C@H]1Cc1nc2ccc(Cl)cc2[nH]1
67.4%[activator][176 µM] | COCC(=O)N(C)C1CCOc2ccccc21 (stereo not drawn)
0.0% | CCOC(=O)Oc1ccc2c(=O)c(Oc3ccccc3Cl)c(C(F)(F)F)oc2c1
-28.0%[57.4 µM] | C[C@@H]1CN(Cc2ccc(F)cc2)[C@@H](C)CN1C(=O)c1cc2c(C(=O)C(=O)N(C)C)cn(C)c2cc1Cl
-13.3% | Cc1sc(NC(=O)CCC(=O)O)c(C(N)=O)c1-c1ccc(C(C)C)cc1
-2.3% | CN(C)c1ccc(C=O)s1
? | Cc1cc(C(=O)N2CCNCC2)c2ccccc2n1
6.3%[176 µM] | COC(=O)N1CCC2(CC1)C(=O)NN=C2c1ccccn1
18.1% | CC1CCN(Cc2ccc(CNC(=O)c3cnn(-c4ccccc4)c3)cc2)CC1
3.2%[12.5 µM] | CC1(C(=O)NCc2cc(F)cc(F)c2)CCOCC1
32.0% | COCc1cc(=O)n(CC(=O)Nc2ccc(OC)c(Cl)c2)c(N2CCOCC2)n1
20.5% | O=C(OCC1CCCCC1)c1nn(-c2ccccc2)c(=O)c2ccccc12
8.2%[6.33 µM] | O=Cc1ccc(N2CCN(C(=O)Nc3ccccc3)CC2=O)cc1
24.8% | CCc1ccccc1NC(=O)N1CCC2(CC1)C(=O)N(CC(=O)NC(C)C)CN2c1ccccc1
33.1% | COC[C@@H]1CN(C(=O)Cc2ccccc2Cl)C[C@H]1c1ccncc1
? | Cc1cc(C)cc(NC(=O)c2ccc3c(c2)NC(=O)CS3)c1
? | Cc1cccc(CN2CCN(C3CN(Cc4cn(Cc5ccc(C(F)(F)F)cc5)nn4)S(=O)(=O)C3)CC2)c1 (stereo not drawn)
29.0%[176 µM] | CN(C(=O)c1ccc(F)cc1)C1CCOc2ccccc21 (stereo not drawn)
5.0%[12.5 µM] | Cc1cc(C)cc(-c2ccc(C=O)cc2)c1
? | O=C(O)/C=C/C(=O)Nc1ccc(Cl)c(C(F)(F)F)c1
45.8%[activator] | O=C(NC1CCN(Cc2ccccc2)CC1)C1CC(=O)N(c2n[nH]c3cccc(F)c23)C1 (stereo not drawn)
61.4%[activator] | COc1ccccc1-c1nc(C(=O)NCc2cccnc2)n2ccccc12
-7.4% | CC(=O)N1CCCCC1c1nc(-c2ccccc2)n[nH]1 (stereo not drawn)
3.4% | CC(C)CCNc1sc(S(C)(=O)=O)nc1S(=O)(=O)c1ccc(Cl)cc1
-22.2% | Cc1[nH]c2ccccc2c1/C=C/C(=O)c1ccc(Br)cc1
9.5% | CC(C)CNC(=O)COc1ncnc2ccc(Br)cc12
56.2µM* | COc1ccccc1CNC[C@@H]1C=C(C)[C@H](Cc2nc3c(C)cccc3[nH]2)C[C@H]1C(C)C
5.5% | CCC1(C)Cc2nc3sc4c(=O)n(CC(=O)NCc5ccccc5)cnc4c3cc2CO1 (stereo not drawn)
? | COc1cc(C(=O)N/C(=C\c2cn(C)c3ccccc23)C(=O)NCCO)cc(OC)c1OC
3.2% | CCCc1c(C(=O)OCC)nnc2c(-c3ccc(Cl)cc3)c(C)nn12
? | Cn1c(C(=O)NCCNC(=O)c2ccccc2F)cc2ccccc21
39.8µM* | CCCCCCC12C(=Cc3cc4c(cc31)OCCO4)c1cc(OC)c(OC)cc1C(CC(=O)O)N2C(=O)OC (stereo not drawn)
? | CC(NC(=O)c1nccnc1N)c1cccs1 (stereo not drawn)
2.3% | CC1=C(C(=O)OC(C)C)C(c2ccc(C)cc2C)N2C(CC(=O)N3CCCC3)=CSC2=N1 (stereo not drawn)
? | CCOc1ccc(NS(=O)(=O)c2ccc(C(=O)NC3CCN(C(C)C)CC3)cc2)cc1
41.5%[activator] | COc1cccc(C(=O)N2C[C@@H](Oc3ccccc3)C[C@@H]2C(=O)N2CCOCC2)c1
-0.4%[6.33 µM] | CN1CCC(C(=O)N2Cc3ccccc3CC3(CCCN(CC4CCNC4)C3)C2)CC1 (stereo not drawn)
9.7%[176 µM] | CNC(=O)[C@@H](c1ccccc1)N1CCC[C@H]1C(=O)NCC1CC1
15.0% | NCCn1cc(C(=O)NCCS(=O)(=O)N2CCCC2)nn1
? | O=C1NC(=NC2CCCC2)C2(CCCN([S+](=O)([O-])c3cccc(C(F)(F)F)c3)C2)N1c1cc(F)cc(F)c1 (stereo not drawn)

Some of these compounds in order of their number in 12-LOX inh, low to high.
compound | 12-LOX inh
CC(=O)N1CCCCC1c1nc(-c2ccccc2)n[nH]1 (stereo not drawn) | -7.4%
CC1=C(C(=O)OC(C)C)C(c2ccc(C)cc2C)N2C(CC(=O)N3CCCC3)=CSC2=N1 (stereo not drawn) | 2.3%
CCCc1c(C(=O)OCC)nnc2c(-c3ccc(Cl)cc3)c(C)nn12 | 3.2%

Carrying on.
12-LOX inh | SMILES
14.0% | CCCCCC(=O)Nc1nc2c(s1)C[C@@H]1[C@](C)(CO)[C@H](O)CC[C@@]1(C)[C@@H]2CC(=O)NC1CCCC1
-7.7% | COc1cc(/C=N/O)c(Br)cc1OCc1ccccc1Cl
38.4% | Cc1cccc(C(=O)N2CC(c3nnc(C(C)C)o3)C3(CCOCC3)C2)c1 (stereo not drawn)
? | Cc1nc(SCc2cn3cccc(C)c3n2)c2ccccc2n1
-6.8% | COc1cc(C=O)ccc1OCCCCOc1c(C)cc(C)cc1Cl
-13.7% | CNc1c(NC(=O)NCC(C)C)c(=O)oc2ccccc12
20.5% | CCOCCn1c(=O)[nH]c2cc(C(=O)NCc3cc(=O)[nH]c(C)n3)ccc21
? | O=C(Oc1ccc2c(=O)c(-c3ccccc3)coc2c1)c1ccco1
-18.7% | Cc1cccc(OCCSc2nc3cc(S(=O)(=O)N(C)C)ccc3o2)c1
-1.3%[176 µM] | CNC(=O)[C@@H](CC(C)C)N1CCC[C@H]1C(=O)NC1CCCCC1
29.9% | O=C(Cc1ccc(Cl)cc1)N1CCCN(c2cc(-c3ccccc3)[nH]n2)CC1
13.4% | CCCN1CC2(CCN(C)CC2)CC1C(=O)N(C)Cc1ccn[nH]1 (stereo not drawn)
30.5%[activator] | CCNC(=O)c1ccc(N2CC3CC(C2)[C@H]2CCCC(=O)N2C3)nc1 (stereo partly drawn)
? | O=C(Cc1ccccc1Cl)N1CCC(c2nc3c(nnn3Cc3ccccc3)c(=O)[nH]2)CC1
10.4% | O=S1(=O)c2ccccc2C(O)C(Cc2ccncc2)N1CCO (stereo not drawn)
-24.9% | O=C(Cn1nc(C(=O)O)c2ccccc2c1=O)NC1CCCCCC1

From PubChem BioAssay

These rows are one share of the data, so the mix of outcomes need not match the whole.
